# SR-BI HDL uptake: inhibitors of mouse SR-BI mediated HDL lipid uptake; Q61009; ldlA[mSR-BI] CHO cells, DiI-HDL uptake fluorescence, 3 h; inhibition, % at 12.5 µM; actives 0.96% (n = 320,000);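 active = mean replicate inhibition of at least 70% and a set share of replicates each scoring 70 or more; inconclusive = meets just one of the two criteria; inactive = fails both criteria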;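 also: 0% = median of neutral control wells and 100% = median of positive control wells; values of inactives mirror those of a sister screen read the other way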
# SR-BI DiI-HDL act: enhances SR-BI lipid uptake from DiI-HDL. CHO ldlA[mSR-BI] cells, DiI-HDL uptake fluorescence, 3 h; 100 = double the neutral-control signal. activation, % at 12.5 µM. actives 0.096% (n = 320,000);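 active = mean replicate activation of at least 60% and every replicate at or above 60%; inconclusive = mean or all-replicate condition met, but not both; inactive = mean below 60% and not all replicates reaching 60%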;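 also: 0% = median plate neutral-control signal and 100% = twice that signal; values of inactives mirror those of a sister screen read the other way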
#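 System: CHO ldlA[mSR-BI] cells / Medium: HEPES-buffered (25 mM, pH 7.4) F12 plus 0.5% BSA / Probe or stimulus: labelled HDL, 10 µg/mL / Doses: single compound concentration, delivered by pin transfer / Schedule: 3 h, 37 °C / Measured by: DiI fluorescence, bottom read / Measure: cell-associated DiI fluorescence as measure of HDL uptake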
# dFosB act: enhances mouse delta FosB homodimer DNA binding. purified delta FosB, TAMRA-CDK5 oligo fluorescence polarization; percent of positive-control signal above neutral wells. activation, % at 25 µM. actives 0.99% (n = 340,000). AID 493131;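 active = mean activation above about 17%, with every replicate also reaching it, limit read from the data, passing the limit was not always enough; inconclusive = only one of the two conditions met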;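 also: fluorescence polarization rise as delta FosB binds a TAMRA Cdk5 AP-1 oligo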
# PvdQ inh: P. aeruginosa PvdQ acylase inhibition; inhibition, % at 10 µM; actives 0.063% (n = 340,000); AID 488965; purified PvdQ acylase, fluorescence plate reader; in the data active = inhibition above about 30%, passing the limit was not always enough; inconclusive = no clear call, values can overlap the other calls;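 also: 0% = vehicle neutral wells and 100% = reference inhibitor wells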
# RTF Ca sens act: increases calcium sensitivity of human cardiac regulated thin filaments; IANBD-labeled TnC RTF fluorescence at EC20 calcium; 0% EC20 calcium, 100% full calcium; actives 0.24% (n = 340,000); activation, % at 7.2 µM;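 active = activation above the mean over all tested compounds plus 3 SD, cut at about 30% in these data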;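 also: rise in fluorescence read as greater calcium sensitivity of cardiac thin filaments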
# HTR5A ag ctr: activates human HTR5A in OPRM1-OPRD1 agonist counter-screen; P47898; HTR5A agonist assay, luminescence, cell-based; activation, % at 9.3 µM; actives 0.61% (n = 340,000); AID 504692; in the data active = activation mostly above about 9.5%, no sharp cut-off; inactive = mostly below about 7.6%;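 also: 0% = cells with vehicle only and 100% = reference agonist; strong numbers were not always called active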
# Target sequence (P47898 whole entry, looked up): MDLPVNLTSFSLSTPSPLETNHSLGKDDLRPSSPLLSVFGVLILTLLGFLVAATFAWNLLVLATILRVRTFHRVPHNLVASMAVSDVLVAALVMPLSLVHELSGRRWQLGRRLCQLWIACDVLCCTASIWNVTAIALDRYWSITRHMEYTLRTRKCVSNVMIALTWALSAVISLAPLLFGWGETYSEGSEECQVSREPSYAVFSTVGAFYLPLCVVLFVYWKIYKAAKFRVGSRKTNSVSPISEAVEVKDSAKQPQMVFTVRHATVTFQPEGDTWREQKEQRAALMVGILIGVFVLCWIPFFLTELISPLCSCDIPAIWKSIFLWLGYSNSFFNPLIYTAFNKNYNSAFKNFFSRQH
# Rtt109 Vps75: blocks Candida albicans Rtt109/Vps75 acetyltransferase activity | Q5AAJ8 | purified Rtt109/Vps75, ThioGlo CoA-SH fluorescence, 4 h | inhibition, % at 34.9 µM | actives 0.16% (n = 330,000) | AID 540336;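 active = inhibition of at least 50% in every replicate; inconclusive = best replicate reaches 50% inhibition but some replicates fall short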
# CDK5 p35 inh: CDK5/p35 (human) kinase inhibition; inhibition, % at 10 µM; actives 0.01% (n = 330,000); Recombinant CDK5/p35, ADP-Glo luminescence, 60 min;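 active = highest replicate inhibition of at least 50% and at least 75% of replicates reaching 50%; inconclusive = only one of the two criteria met; inactive = both criteria failed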;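 also: plate controls were DMSO neutral control for no effect and GW8510 at 10 µM for full effect; many of its hits are not listed in these tables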
# Target sequence (Q00535 whole entry, looked up): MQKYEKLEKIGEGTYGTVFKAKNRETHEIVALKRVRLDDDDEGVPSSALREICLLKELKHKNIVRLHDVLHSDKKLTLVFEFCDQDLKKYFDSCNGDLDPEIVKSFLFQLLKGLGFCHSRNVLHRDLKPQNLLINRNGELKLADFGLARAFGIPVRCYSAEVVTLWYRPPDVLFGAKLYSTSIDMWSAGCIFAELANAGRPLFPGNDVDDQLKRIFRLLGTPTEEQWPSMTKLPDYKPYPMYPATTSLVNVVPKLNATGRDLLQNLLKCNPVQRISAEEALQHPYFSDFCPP
# Target sequence (Q15078 whole entry, looked up): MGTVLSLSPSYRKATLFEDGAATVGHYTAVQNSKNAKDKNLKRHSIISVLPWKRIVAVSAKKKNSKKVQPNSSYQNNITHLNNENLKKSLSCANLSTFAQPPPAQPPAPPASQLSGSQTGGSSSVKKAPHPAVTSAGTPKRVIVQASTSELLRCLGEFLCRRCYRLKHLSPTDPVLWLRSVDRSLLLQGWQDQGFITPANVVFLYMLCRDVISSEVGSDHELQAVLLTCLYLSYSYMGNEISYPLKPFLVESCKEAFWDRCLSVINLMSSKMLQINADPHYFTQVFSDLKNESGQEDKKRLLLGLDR
# Wnt bcat act: Wnt/beta-catenin pathway activation; Wnt/beta-catenin reporter cell assay, activator, plate reader; activation, % at 9.35 µM; actives 1.2% (n = 300,000); AID 743398; in the data active = activation above about 30%, passing the limit was not always enough; inconclusive = no clear call, values can overlap the other calls;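 also: 0% = neutral control wells and 100% = positive control wells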
# MITF TRPM1 HTS: activators of MITF-driven TRPM1 promoter activity in SK-MEL-5 cells | SK-MEL-5 TRPM1-promoter luciferase, 24 h; % of positive control, neutral wells = 0 | activation, % at 12.5 µM | actives 0.75% (n = 300,000);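 active = mean activation of at least 80% with every replicate also reaching 80%; inconclusive = mean reaches 80% but some replicate falls short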;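 also: 0% = neutral control wells and 100% = parthenolide positive control wells; values of inactives mirror those of a sister screen read the other way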
# Active calls of the source: *; ? = inconclusive; . = no result given.
nr	SMILES	SR-BI HDL uptake	SR-BI DiI-HDL act	dFosB act	PvdQ inh	RTF Ca sens act	HTR5A ag ctr	Rtt109 Vps75	CDK5 p35 inh	Wnt bcat act	MITF TRPM1 HTS
1	CCN1C(=O)[C@H]2[C@@H](c3ccc(Cl)cc3)N3C(=O)CN(Cc4ccccc4)C(=O)[C@@]3(C)[C@H]2C1=O	-7	7	-4	10	4	5	-13	0.5	3	2
2	Cc1nc2nc(SCC(=O)NCc3ccco3)nn2c(C)c1Cc1ccccc1	-29	29	-15	-9	-2	0	6	0.8	-8	9
3	CC(C)NC(=O)c1nc2c(nnn2Cc2cccc(Cl)c2)c(=O)[nH]1	-5	5	-9	-4	-3	-1	2	0.0	-3	1
4	O=C(NCCc1ccc(Cl)cc1)C1=CC=CN2CCS(=O)(=O)N=C12	-8	8	5	-10	5	-1	0	-0.8	-3	6
5	Cc1cc(C)c(N=C2SCC(=O)N2Cc2ccco2)c(C)c1	0	0	-10	-13	3	3	-2	-0.3	27	.
6	CCOC(=O)N1CCN(C(=S)Nc2ccc(C)cc2C)CC1	-7	7	0	-11	3	-1	.	-0.1	.	1
7	CC[C@@H](C)C(NC(=O)OC(C)(C)C)c1cn([C@@H](Cc2ccc(O)cc2)C(=O)N2CCN(C(=O)OC(C)(C)C)CC2)nn1 (stereo partly specified)	-9	9	-2	-1	-2	1	-1	1.5	-6	11
8	N#CCC(=O)N/N=C/c1cn(Cc2ccc(Cl)cc2Cl)c2ccccc12	26	-26	2	8	4	5	-1	3.2	-1	.
9	COc1cc(C)c(S(=O)(=O)NOCc2ccc([N+](=O)[O-])cc2)c(C)c1C	31	-31	-9	9	-3	2	8	2.2	0	.
10	COc1cc(SC)ccc1C(=O)Nc1ccccc1	27	-27	-11	-11	3	3	-14	0.9	34*	.
11	C/C(=C/C(=O)O)C(=O)Nc1cccc(C(F)(F)F)c1	-13	13	-6	-10	-6	5	-9	-0.5	-3	7
12	Cc1cc(Nc2ccccc2)n(-c2ccc(Br)cc2)n1	.	.	-7	-2	-5	4	-6	0.0	.	-12
13	Cn1c(=O)c2c(nc(Oc3ccc(-c4ccccc4)cc3)n2C)n(C)c1=O	9	-9	-12	-8	-7	9	-13	0.2	-1	5
14	COc1ccc(CNC(=O)C2CC(c3ccc(F)cc3)=NO2)cc1 (stereo unspecified)	-37	37	-2	-13	-1	-5	3	0.9	-1	-4
15	O=C(CCNS(=O)(=O)c1ccc(Br)cc1)NCc1ccc(Cl)cc1	-4	4	-2	-18	-1	-2	3	.	-2	-1
16	O=C(CSc1nc(-c2ccc(Cl)cc2)cs1)Nc1cccc([N+](=O)[O-])c1	-5	5	-14	0	-1	4	.	0.0	7	12
17	Cc1ccc(C)c(NC(=S)N2CCN(c3ccccn3)CC2)c1	0	0	4	-10	-3	0	-9	-0.8	-1	.
18	COC(=O)c1cccc(NC(=O)CCc2ccccc2)c1	6	-6	-5	7	6	0	7	-0.4	-1	32
19	C[C@H](NC(N)=O)C(=O)OCC(=O)Nc1ccc(OC(F)F)cc1	-10	10	-9	-9	2	4	-5	-0.1	-2	-6
20	Cc1c(NS(=O)(=O)c2ccc(S(=O)(=O)c3ccccc3)s2)c(=O)n(-c2ccccc2)n1C	-10	10	-2	-16	-2	-1	3	-1.4	-2	12
21	Cc1ccc(NC(=O)c2ncn(CCCNCCCc3ccccc3)n2)cc1C	8	-8	0	6	-7	2	1	0.4	2	26
22	COc1ccc(-c2sc3ccc(OC)cc3c2C#Cc2ccccn2)cc1	57	-57	-11	-7	8	5	7	0.1	2	12
23	COc1cccc(/C=N/N2CCN(C3c4ccccc4-c4ccccc43)CC2)c1O	72*	-72	-7	5	0	4	-4	0.6	-3	-1
24	CNNC(=S)Nc1ccc(Cl)cc1	-7	7	-3	-6	6	-8	0	0.7	-3	1
25	COC(CNC(=O)Cn1ncc2ccsc2c1=O)OC	-19	19	1	-7	2	0	-12	-2.1	-3	1
26	c1cncc(C2OCC3(CO2)COC(c2cccnc2)OC3)c1 (stereo unspecified)	-13	13	6	-16	9	-1	0	3.0	11	4
27	CC(C)NCC1CCc2cc(CO)c([N+](=O)[O-])cc2N1 (stereo unspecified)	13	-13	-9	-9	10	-1	-21	-0.4	-2	4
28	O=C(Nc1ccc([N+](=O)[O-])c(NC(=O)C2CCCO2)c1)C1CCCO1 (stereo unspecified)	-21	21	-6	6	13	1	-4	-1.4	.	4
29	CCN(CC)S(=O)(=O)c1ccc(N2CCCCC2)c(C(=O)Nc2ccccc2N2CCOCC2)c1	2	-2	-9	-2	-3	0	0	-0.7	-9	-8
30	CS(=O)(=O)N(CC(=O)Nc1ccccc1C(=O)N1CCOCC1)c1cccc([N+](=O)[O-])c1	-2	.	3	-8	4	-1	0	-0.8	1	4

# Sorted by molar mass (ascending): part of the list above.
nr	SMILES	SR-BI HDL uptake	SR-BI DiI-HDL act	dFosB act	PvdQ inh	RTF Ca sens act	HTR5A ag ctr	Rtt109 Vps75	CDK5 p35 inh	Wnt bcat act	MITF TRPM1 HTS
26	c1cncc(C2OCC3(CO2)COC(c2cccnc2)OC3)c1 (stereo unspecified)	-13	13	6	-16	9	-1	0	3.0	11	4
17	Cc1ccc(C)c(NC(=S)N2CCN(c3ccccn3)CC2)c1	0	0	4	-10	-3	0	-9	-0.8	-1	.
29	CCN(CC)S(=O)(=O)c1ccc(N2CCCCC2)c(C(=O)Nc2ccccc2N2CCOCC2)c1	2	-2	-9	-2	-3	0	0	-0.7	-9	-8

# Returning to the listing, repeating the seven entries before the break.
nr	SMILES	SR-BI HDL uptake	SR-BI DiI-HDL act	dFosB act	PvdQ inh	RTF Ca sens act	HTR5A ag ctr	Rtt109 Vps75	CDK5 p35 inh	Wnt bcat act	MITF TRPM1 HTS
24	CNNC(=S)Nc1ccc(Cl)cc1	-7	7	-3	-6	6	-8	0	0.7	-3	1
25	COC(CNC(=O)Cn1ncc2ccsc2c1=O)OC	-19	19	1	-7	2	0	-12	-2.1	-3	1
26	c1cncc(C2OCC3(CO2)COC(c2cccnc2)OC3)c1 (stereo unspecified)	-13	13	6	-16	9	-1	0	3.0	11	4
27	CC(C)NCC1CCc2cc(CO)c([N+](=O)[O-])cc2N1 (stereo unspecified)	13	-13	-9	-9	10	-1	-21	-0.4	-2	4
28	O=C(Nc1ccc([N+](=O)[O-])c(NC(=O)C2CCCO2)c1)C1CCCO1 (stereo unspecified)	-21	21	-6	6	13	1	-4	-1.4	.	4
29	CCN(CC)S(=O)(=O)c1ccc(N2CCCCC2)c(C(=O)Nc2ccccc2N2CCOCC2)c1	2	-2	-9	-2	-3	0	0	-0.7	-9	-8
30	CS(=O)(=O)N(CC(=O)Nc1ccccc1C(=O)N1CCOCC1)c1cccc([N+](=O)[O-])c1	-2	.	3	-8	4	-1	0	-0.8	1	4
31	Cc1nc(Cl)cc(N/N=C/c2ccc(O)cc2)n1	-9	9	-8	-3	-8	3	0	1.2	-1	23
32	O=C(NNc1nc(-c2ccc(Br)cc2)cs1)c1ccco1	42	-42	4	-18	5	1	3	-0.4	3	34
33	O=C(Nc1ccc(Cl)cc1)C1CCN(C(=O)NC2CCCCC2)CC1	33	-33	-3	-13	6	-1	-5	-2.1	8	.
34	CCOC(=O)c1ccc(NC(=O)NC(C)C2CCCO2)cc1 (stereo unspecified)	20	-20	-5	-2	-1	7	-10	-0.7	7	15
35	Cc1ncc([N+](=O)[O-])n1CCO	6	19	5	-6	2	2	3	-0.6	-1	-4
36	Cc1ccc2oc(-c3cccc(NC(=S)NC(=O)c4cccs4)c3)nc2c1	26	-26	0	1	-8	9	32	6.0	22	12
37	CCOc1ccccc1CNC(=O)c1cc2oc3ccccc3c2n1CC	?	-71	-2	-11	-7	3	-2	0.7	1	-1
38	CCOC(=O)C(NCCc1ccccc1)(NC(=O)CC)C(F)(F)F (stereo unspecified)	-28	28	-3	-6	10	4	11	-2.5	-1	-2
39	CC(C)CC1=C/C(=C/c2ccc(-c3ccccc3)o2)C(=O)O1	-13	13	-6	2	-6	4	5	-1.2	1	-4
40	CC(=O)Nc1ccc(NC(=O)c2cc(-c3ccccc3)nc3ccccc23)cc1	75*	-75	6	-5	2	0	3	-0.2	2	5
41	CC(CCc1ccccc1)NC(=O)CCCn1ncn2c(cc3occc32)c1=O (stereo unspecified)	-8	8	-10	-1	5	8	11	0.4	0	14
42	CCC(=O)Nc1c2c(nn1-c1ccc(OC)cc1)CSC2	-4	4	-1	-9	1	-2	-2	-1.5	1	-11
43	COc1ccc2c(C)cc(SCC(=O)NCC3CCCO3)nc2c1 (stereo unspecified)	18	-18	3	16	2	2	-5	1.2	5	.
44	CCN(CC)S(=O)(=O)c1ccc(NC(=O)CC(NC(C)=O)c2ccccc2)cc1 (stereo unspecified)	7	-7	-12	-23	11	-2	4	-0.6	1	9

# Compound profiles, from the list above. Order of screens: SR-BI HDL uptake | SR-BI DiI-HDL act | dFosB act | PvdQ inh | RTF Ca sens act | HTR5A ag ctr | Rtt109 Vps75 | CDK5 p35 inh | Wnt bcat act | MITF TRPM1 HTS
# Cc1nc(Cl)cc(N/N=C/c2ccc(O)cc2)n1 is listed with -9 | 9 | -8 | -3 | -8 | 3 | 0 | 1.2 | -1 | 23
# CC(C)NCC1CCc2cc(CO)c([N+](=O)[O-])cc2N1 (stereo unspecified) is listed with 13 | -13 | -9 | -9 | 10 | -1 | -21 | -0.4 | -2 | 4
# CS(=O)(=O)N(CC(=O)Nc1ccccc1C(=O)N1CCOCC1)c1cccc([N+](=O)[O-])c1 is listed with -2 | . | 3 | -8 | 4 | -1 | 0 | -0.8 | 1 | 4
